Source: PubChem BioAssay (The Scripps Research Institute Molecular Screening Center)
GSTO1 counter – counter-screen for RBBP9 inhibitors: inhibitors of human GSTO1 | recombinant GSTO1, activity-based probe fluorescence polarization | 300,000 compounds, 1.1% hits | inhibition, % at 5.96 µM | AID 1974;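 active = inhibition above the campaign mean inhibition plus 3 SD, cut at about 35% in these data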;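 note: 0% = GSTO1-1 with DMSO and 100% = wells lacking GSTO1-1 enzyme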
LYPLA1 inh – blocks human lysophospholipase 1, a PME1 counter-screen; recombinant LYPLA1, FP-Rh probe fluorescence polarization; 320,000 compounds, 0.16% hits; inhibition, % at 5.9 µM; O75608; AID 2174;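 active = inhibition above the mean of all tested compounds plus 3 SD, set per campaign, cut at about 14% in these data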;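 note: inhibitors block serine hydrolase probe labeling of LYPLA1 so polarization falls; 0% = enzyme with DMSO and 100% = wells lacking LYPLA1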
Target sequence (O75608 whole entry, looked up): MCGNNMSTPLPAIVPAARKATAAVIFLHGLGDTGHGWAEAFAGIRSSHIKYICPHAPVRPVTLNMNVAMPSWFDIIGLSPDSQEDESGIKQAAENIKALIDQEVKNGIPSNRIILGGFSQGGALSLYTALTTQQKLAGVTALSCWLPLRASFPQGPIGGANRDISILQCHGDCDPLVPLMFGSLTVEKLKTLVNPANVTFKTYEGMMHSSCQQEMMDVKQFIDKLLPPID
LYPLA2 counter – counter-screen for PME1 inhibitors: inhibitors of human LYPLA2 | O95372 | recombinant LYPLA2, FP-Rh probe fluorescence polarization | inhibition, % at 5.9 µM | 320,000 compounds, 0.38% hits;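 active = inhibition above the screen-wide mean plus 3 SD, limit set per campaign, cut at about 26% in these data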;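 note: 0% = LYPLA2 with DMSO and 100% = wells lacking LYPLA2 enzyme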
Target sequence (O95372 whole entry, looked up): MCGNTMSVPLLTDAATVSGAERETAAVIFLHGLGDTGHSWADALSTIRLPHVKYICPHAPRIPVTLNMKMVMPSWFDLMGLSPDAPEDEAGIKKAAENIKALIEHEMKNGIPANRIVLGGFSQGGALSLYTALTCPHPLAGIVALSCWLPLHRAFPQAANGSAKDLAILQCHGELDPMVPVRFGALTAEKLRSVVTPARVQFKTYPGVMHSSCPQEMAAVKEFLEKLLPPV
PAFAH1B3 FP inh – PAFAH1B3 (human) inhibition; Q15102; recombinant PAFAH1B3, FP-rhodamine probe, fluorescence polarization; inhibition, % at 3.39 µM; 340,000 compounds, 0.28% hits;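 active = inhibition above the screen-wide average of all tested compounds plus 3 SD, cut at about 25% in these data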;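 note: 0% = enzyme with DMSO only and 100% = wells lacking PAFAH1B3 protein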
Target sequence (Q15102 whole entry, looked up): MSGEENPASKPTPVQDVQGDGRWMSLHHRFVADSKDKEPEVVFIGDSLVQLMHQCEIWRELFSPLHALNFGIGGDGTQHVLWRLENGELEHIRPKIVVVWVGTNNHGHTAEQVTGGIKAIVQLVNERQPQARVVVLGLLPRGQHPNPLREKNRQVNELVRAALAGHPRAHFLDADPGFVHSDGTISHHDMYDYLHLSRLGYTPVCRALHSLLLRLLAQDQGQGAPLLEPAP
PREPL inh – inhibits the human prolyl oligopeptidase-like enzyme | Q4J6C6 | recombinant PREPL, fluorescence polarization activity-based probe | inhibition, % at 5.96 µM | 320,000 compounds, 0.68% hits | AID 2751; in the data active = inhibition above about 43%;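 note: 0% = enzyme with DMSO and 100% = wells lacking enzyme; many of its hits are not listed in these tables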
EBNA-1 inhibitor – blocks EBNA-1 binding to DNA. EBNA-1 DNA binding, fluorescence polarization. inhibition, % at 14.8 µM. 300,000 compounds, 0.34% hits; in the data active = inhibition above about 28%
PAFAH2 FP inh – inhibitors of human PAFAH2; Q99487; recombinant PAFAH2, FP-rhodamine activity probe, fluorescence polarization; inhibition, % at 3.39 µM; 340,000 compounds, 0.99% hits;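 active = inhibition above the mean over all tested compounds plus 3 SD, cut at about 30% in these data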;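 note: inhibitors block probe labeling of enzyme so polarization drops; 0% = enzyme with DMSO and 100% = wells lacking PAFAH2 protein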
ZTA DNA inh – ZTA (EBV) inhibition in EBNA-1 counter-screen. ZTA-DNA binding, fluorescence polarization. P03206. 320,000 compounds, 0.15% hits. inhibition, % at 11 µM; in the data active = inhibition above about 33%
Target sequence (P03206 whole entry, looked up): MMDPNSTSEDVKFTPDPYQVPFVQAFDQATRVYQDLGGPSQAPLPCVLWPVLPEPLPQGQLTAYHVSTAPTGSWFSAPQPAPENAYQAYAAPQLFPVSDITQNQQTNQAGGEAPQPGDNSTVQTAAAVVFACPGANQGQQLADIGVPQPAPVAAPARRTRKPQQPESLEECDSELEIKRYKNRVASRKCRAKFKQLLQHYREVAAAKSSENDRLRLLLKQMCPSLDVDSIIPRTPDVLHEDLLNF
PAD4 FP inh – inhibitors of human PAD4; Q9UM07; recombinant PAD4, RCA probe fluorescence polarization; inhibition, % at 6.36 µM; 330,000 compounds, 0.41% hits;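 active = percent inhibition above a cutoff equal to the mean of all tested compounds plus 3 SD, cut at about 15% in these data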;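 note: 0% = PAD4 with RCA probe and DMSO and 100% = probe without PAD4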
An asterisk follows results filed as active; / = not tested or not shown. These rows are one share of the data; rates above refer to the full screens.

SMILES	GSTO1 counter	LYPLA1 inh	LYPLA2 counter	PAFAH1B3 FP inh	PREPL inh	EBNA-1 inhibitor	PAFAH2 FP inh	ZTA DNA inh	PAD4 FP inh
Cc1cccc(NC(=O)C2CCCN(S(=O)(=O)c3cccc4nonc34)C2)c1 (stereo not drawn)	-6	0	0	6	-1	4	4	-16	-1
CCC1=NN(C(=O)Cc2ccc([N+](=O)[O-])cc2)C(O)(c2ccncc2)C1 (stereo not drawn)	7	1	-1	-3	8	-14	-1	-5	-3
O=[N+]([O-])c1ccc(-c2cn(-c3ccc(Cl)cc3)c(=S)[nH]2)cc1	-2	3	2	5	5	-4	-3	-1	-3
CCOC(=O)C1CCCN(C(=O)c2cn(C)c3ccc(S(=O)(=O)N(C)C)cc3c2=O)C1 (stereo not drawn)	-6	1	-10	-1	12	4	-2	5	0
COCCn1c(C)cc(C(=O)COC(=O)c2ccc3c(c2)NC(=O)CS3)c1C	4	-2	7	6	10	0	3	-2	3
Cc1ccc(Sc2ccc(/C=C3/C(=O)NN(c4ccccc4)C3=O)o2)cc1	17	0	3	6	14	12	23	25	-1
CN(C)C(=O)N1CCCC(C(=O)NCc2ccc(F)cc2Cl)C1 (stereo not drawn)	12	-1	0	17	5	18	0	-10	-3
CC(=O)Nc1cccc(NC(=S)Nc2cccc(Cl)c2C)c1	-2	1	4	1	4	-7	0	4	-2
C[C@H](NC(=O)c1nc[nH]c1C(=O)N[C@H](C)c1ccccc1)C(=O)OC(C)(C)C	2	3	-5	5	-1	-1	7	-23	-3
CCOC(=O)c1c(-c2ccc(OC)cc2)csc1NC(=O)C1CCCO1 (stereo not drawn)	-2	1	7	5	4	5	-3	-1	0
COC1=CC(=O)[C@@]2([C@@H]1O)[C@@H](Cl)C[C@]13C(OC)=C(OC)C(=O)C[C@]21CCN3C	/	/	/	1	16	/	6	/	0
CCCCOC(=O)Nc1nnc(COc2ccccc2)s1	-22	-3	0	-6	-4	3	-5	14	-1
Cc1cc(C(=O)Nc2ccccc2Cl)c2ccccc2n1	-3	4	8	7	8	-16	8	-6	-1
CCn1cc(CN2CCN(CC(C)(C)C)C(CCO)C2)c2ccccc21 (stereo not drawn)	9	0	1	8	2	-7	1	-13	0
COCCNC(=O)c1ccc(C(=O)NCCOC)s1	2	-1	7	-2	7	-5	2	10	1
CC(C)(CNC(=O)c1cc(=O)[nH]c2ccccc12)N1CCOCC1	8	-1	1	11	6	5	-2	3	-1
Cc1c2cnn(CC(=O)NCCN3CCOCC3)c(=O)c2c(C)n1Cc1ccccc1	4	0	-1	-4	5	-3	6	-4	2
CCc1noc(C)c1C(=O)OCC(=O)NC(=O)c1ccccc1	5	3	2	4	-10	9	1	8	-2
CC1(C)CCN2CCC(C)(C)c3c(O)ccc1c32	15	2	3	11	17	5	-7	-7	-29
Cc1ccc(SCc2[nH]nc3c2C(c2cccnc2)C(C#N)=C(N)O3)cc1 (stereo not drawn)	30	-2	-6	10	19	-14	-7	-5	-2
Cc1ccc(C2CC(=O)c3cnc(N4CCN(c5ccccc5)CC4)nc3C2)cc1 (stereo not drawn)	7	5	7	1	6	8	2	3	0
O=C1CN=CN=CN1c1ccc(Cl)cc1Cl	0	0	-2	6	-46	2	-2	13	0
Cc1cc(=O)[nH]c(-n2nc(C)c(Oc3ccccc3O)c2C)n1	7	0	3	5	5	-3	6	-7	-4
CN(Cc1nc(-c2ccc(Cl)cc2)no1)C(=O)CCN1C(=O)[C@H]2CC=CC[C@H]2C1=O	-5	1	1	7	14	-4	6	10	0
O=C1C(Cl)=C(N2CCCC2)C(=O)N1c1ccc(F)cc1	35*	1	3	13	0	7	8	22	3
COC(=O)c1ccccc1S(=O)(=O)NCc1nc2nc(C)cc(C)n2n1	2	0	3	1	-7	1	-6	4	0
O=S(=O)(c1cccc2nonc12)N1CCN(c2cccc(Cl)c2)CC1	4	-1	2	-2	6	-9	0	-6	-7
COc1ccc(-c2noc(CSc3ccccc3)n2)cc1OC	-1	-3	4	7	-8	0	7	11	0
COc1ccc(/C=C\C(=O)Oc2cccc(/C=N/NC(=O)Cc3ccc(OC)c(OC)c3)c2)cc1	0	-3	13	-18	1	-5	-24	-9	1
N#Cc1ccccc1OCC(=O)NCc1ccccc1CN1CCCC1	/	4	3	0	1	/	-6	-7	4
COc1cccc(CC(=O)OC(C)C(=O)Nc2ccc(Cl)cn2)c1 (stereo not drawn)	0	0	1	4	-6	-9	4	1	1
CCOC(=O)C1=C(C)N(CC(C)C)C(=O)/C1=C\c1ccc(OCC(=O)Nc2ccccc2)cc1	-4	-8	-4	-2	23	-4	1	12	-2
COc1ccccc1N1CCN(C2CCCN(C(=O)CCn3cncn3)C2)CC1 (stereo not drawn)	1	-1	-2	11	3	5	-5	15	-2
C=CCNC(=O)/C=C/c1cccs1	3	4	-3	1	11	8	8	1	-1
CCC/C(O)=C1\C(=O)CC(C)(C)CC1=Nc1ccccc1O	0	1	-2	6	14	-7	3	6	-9
COc1cccc(C2C(C#N)=C(N)N(N(C)C)C3=C2C(=O)CCC3)c1OC (stereo not drawn)	2	-1	-11	7	-1	0	8	5	-3
Cc1ccc2cc(C#N)c(N3CCN(C)CC3)nc2c1	6	3	5	9	-25	-7	5	-17	-5
CCCCCNC(=O)C(C)NS(=O)(=O)c1ccc(OC)cc1 (stereo not drawn)	-1	-4	2	4	3	0	7	-4	-3
Cn1c(CSc2ncccn2)nnc1SCC(=O)N1CCCC1	-5	1	0	6	-1	5	-5	12	2
CC1CCc2sc(C(=O)Nc3ccc(N4CCOCC4)cc3)cc2C1 (stereo not drawn)	-1	2	3	13	11	-4	-12	-17	-1
O=C(O)c1cc(S(=O)(=O)NCC2CCCO2)ccc1Cl (stereo not drawn)	10	-2	3	-1	-8	3	5	-17	-4
O=C(Nc1ccccc1)C1CC2CCCC(C1)C2=O (stereo not drawn)	6	-3	-4	5	2	15	-2	5	-1
O=c1[nH]c(=S)[nH]c2c1C(c1ccc(Br)cc1)c1c([nH]c(=S)[nH]c1=O)O2	-236	-5	-10	21	9	31*	55*	67*	-23
CC(=O)c1ccc(N2CC(C)(C)C2=O)cc1	6	-1	0	3	-6	3	-6	-5	1
CC(=O)N/C(=C\c1ccc(F)cc1)C(=O)OCc1ccccc1	-2	-2	-1	5	-2	7	3	8	-5

Full records, quoted from the list.
CCC/C(O)=C1\C(=O)CC(C)(C)CC1=Nc1ccccc1O is listed with GSTO1 counter: 0; LYPLA1 inh: 1; LYPLA2 counter: -2; PAFAH1B3 FP inh: 6; PREPL inh: 14; EBNA-1 inhibitor: -7; PAFAH2 FP inh: 3; ZTA DNA inh: 6; PAD4 FP inh: -9
O=C(Nc1ccccc1)C1CC2CCCC(C1)C2=O (stereo not drawn) is listed with GSTO1 counter: 6; LYPLA1 inh: -3; LYPLA2 counter: -4; PAFAH1B3 FP inh: 5; PREPL inh: 2; EBNA-1 inhibitor: 15; PAFAH2 FP inh: -2; ZTA DNA inh: 5; PAD4 FP inh: -1
CC1CCc2sc(C(=O)Nc3ccc(N4CCOCC4)cc3)cc2C1 (stereo not drawn) is listed with GSTO1 counter: -1; LYPLA1 inh: 2; LYPLA2 counter: 3; PAFAH1B3 FP inh: 13; PREPL inh: 11; EBNA-1 inhibitor: -4; PAFAH2 FP inh: -12; ZTA DNA inh: -17; PAD4 FP inh: -1

The results go on.
SMILES	GSTO1 counter	LYPLA1 inh	LYPLA2 counter	PAFAH1B3 FP inh	PREPL inh	EBNA-1 inhibitor	PAFAH2 FP inh	ZTA DNA inh	PAD4 FP inh
CCc1nnc(NC(=O)CSc2nnnn2-c2cccc(C(C)=O)c2)s1	19	-1	0	-7	2	-4	0	-12	-3
c1ccc2c(c1)CCc1c(-c3ccncc3)n[nH]c1-2	/	-16	-4	8	-26	/	-2	-19	1
c1ccc(-c2nc(-c3ccncc3)no2)cc1	-2	-2	3	-4	6	-2	7	0	-4
COC(=O)C1=C(C)N(C)C(=S)N(C)C1c1ccc(OC)cc1 (stereo not drawn)	1	2	13	3	6	10	2	6	-2
CC1(C)CC(NC2C3CC4CC(C3)CC2C4)CC(C)(C)N1 (stereo not drawn)	-5	1	-2	11	-6	-1	6	1	2
CC1Sc2ccc(C(=O)NCc3ccccn3)cc2NC1=O (stereo not drawn)	/	4	3	14	12	/	3	-24	0
O=C(OCC(=O)c1ccc[nH]1)c1ccccc1	0	1	3	-1	-26	-6	14	-19	-6
Cc1ccc(N=Nc2c(C)[nH]n(C(N)=S)c2=O)cc1	-21	-2	-4	6	0	2	6	9	2
CCCc1cc(=O)n2nc(N3CCC(C(=O)NCc4ccc(C)o4)CC3)sc2n1	-1	3	5	13	18	-10	-5	2	-6
O=C(CSc1nncn1-c1ccccc1)Nc1ccc(N2CCOCC2)cc1	6	-5	-5	8	4	9	-5	-1	2
OCC[C@@H]1C[C@@H](O)[C@H](O)[C@]2(OCc3ccccc32)O1	0	1	2	-11	3	-2	2	8	1
CCOc1ccccc1CNC(=O)CCCc1cn(C)c2ccccc12	6	2	4	3	-3	-5	8	4	0
CCN1CCN(c2oc(COc3ccc(-c4ccccc4)cc3)nc2C#N)CC1	-2	-2	8	-2	37	-7	-9	0	0
COc1ccc(CN2CCN(c3ncnc4scc(-c5ccc(F)cc5)c34)CC2)cc1	-8	4	3	15	24	-15	-8	-1	-2
O=S(=O)(c1ccccc1)c1nc(-c2ccccc2)oc1N1CCCCC1	5	-5	2	11	-2	3	1	-2	0
C/C(=N\NC(=O)CC1N=C(Cc2ccccc2)NNC1=O)c1ccccc1 (stereo not drawn)	4	4	4	1	6	6	-6	-12	-2
CCOC(=O)CSc1nc2ccc(N)cc2s1	1	-2	5	5	9	1	13	10	-5
COc1ncnc2c1oc1nc(CC(C)C)c3c(c12)CC(C)(C)OC3	9	-2	4	1	6	12	2	-2	1
COc1cc2cc(C(=O)N3CCOCC3)cc(-c3ccc(C)cc3)c2cc1OC	0	-2	6	-2	-7	-5	2	-5	0
Fc1cc(F)c2nc(Nc3nc4c(F)cccc4s3)sc2c1	-18	-6	-10	-4	-1	8	-8	15	2
O=C(c1ccccc1)c1ccc2nc(N3CCCCC3)c3nncn3c2c1	-7	-8	-4	0	32	-3	2	4	1
O=C(CN1C(=O)NC2(CCCc3ccccc32)C1=O)N1CCN(C(=O)c2ccco2)CC1 (stereo not drawn)	1	3	0	5	8	-1	-1	-19	4
CCN1CCN(CCCNC(=O)c2csc3c2CCCCC3)CC1	7	-1	-3	1	23	-1	2	-3	0
Cc1ccc(NC(=O)c2cc(N3CCOCC3)nc3ccccc23)cc1	-2	-1	-2	7	8	-9	2	-3	2
Cc1ccc(N2C(=O)C(Cl)=C(NCc3ccccc3)C2=O)c(C)c1	13	0	0	1	-12	-1	2	0	-6
COc1ccc(NC(=O)c2cc([N+](=O)[O-])ccc2N2CCCC2)cc1	-3	0	2	/	-2	11	/	-9	2
CCc1ccc(C2c3[nH]c4ccccc4c3CCN2C(=O)CNC(N)=O)cc1 (stereo not drawn)	6	-5	0	7	7	-1	-1	8	1
Cc1ccc(C(=O)Nc2cccc(C(=O)N/N=C/c3ccccc3F)c2)cc1	9	-18	-34	-10	-6	13	-11	-5	-12
COc1ccc(-c2nnn(Cc3nn[nH]n3)n2)cc1OC	-2	2	1	3	11	-10	-4	6	4
CC1CCN(C(=O)CN2C(=O)NC(c3ccccc3)(c3ccccc3)C2=O)CC1	/	2	-1	13	3	/	4	3	-1
O=C(CSc1nc2ccccc2s1)NCCOc1ccc(Cl)cc1	1	-3	1	-1	-49	-6	-9	-6	-1
CC(C)(O)C#Cc1ccc(C(=O)N2CCN(c3ccccc3)CC2)cc1	2	0	4	16	-4	4	0	-4	-2
O=C(O)CCC(=O)N1CCN(c2ncccc2C(F)(F)F)CC1	1	-1	-3	4	13	-7	4	-7	0
CC(C)Cc1ccc(CN2CCCC(NC(=O)CCCN3CCCC3=O)C2)cc1 (stereo not drawn)	0	-2	6	-1	11	-10	1	0	-3
